# ELG1 genotox = genotoxicity induction in ELG1-luciferase HEK293T cells | AID 504466 | hit rate 1.3% among 330,000 | Potency, µM (titrated, usually from 46 µM), for inactives: at the top dose activity change, positive = activation, hits mostly activators | HEK293T ELG1-luciferase reporter, luminescence, 16 h; further: potency means the concentration at half of the fitted maximal effect; % of control where 0% means no effect; nearly all actives have a fitted effect of over 60% in size
#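 DMSO vehicle served as control against compound-treated ELG1-luciferase HEK293T cells; exposure lasted 16 hr at 37 °C and 5% CO2, followed by ONE-Glo luminescence detection after 30 min.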
# TRPV1 ag = human TRPV1 agonism. activation, % at 8.33 µM. AID 540275. hit rate 0.19% among 320,000. TRPV1-expressing cells, Fluo-8 calcium influx, agonist mode. Q8NER1; in the data active means activation above about 80%; inconclusive means between about 30% and that limit; further: 0% is about no effect
#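 Fluo-8 calcium influx in TRPV1-expressing cells, kinetic read (ex 480/em 520 nm). Compound added and read 3 min for agonist activity, followed by capsaicin at EC20 final and 2 min further read for enhancement.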
# TSG101-PTAP inh = blocks PTAP/TSG101 interaction to inhibit HIV-1 budding. Q99816. AID 493005. Fluorescence polarization, FITC-PTAP peptide / Tsg101 binding. 340,000 tested, under 10 active. Potency, µM (series often up to 115 µM), for inactives: at the highest dose activity change, negative = inhibition, hits mostly inhibitors; active means well fitted inhibition curve with a large enough effect in the main read-out, with a control signal flat, not every such curve was filed as active; inconclusive means small, poorly fitted or top-dose-only effect, or effect the other way, or a change in a side signal; inactive means no such curve, though single readings can be large or run the other way; further: potency means the concentration at half of the fitted maximal effect; % of control where 0% means no effect
# Target sequence (Q99816 whole entry, looked up): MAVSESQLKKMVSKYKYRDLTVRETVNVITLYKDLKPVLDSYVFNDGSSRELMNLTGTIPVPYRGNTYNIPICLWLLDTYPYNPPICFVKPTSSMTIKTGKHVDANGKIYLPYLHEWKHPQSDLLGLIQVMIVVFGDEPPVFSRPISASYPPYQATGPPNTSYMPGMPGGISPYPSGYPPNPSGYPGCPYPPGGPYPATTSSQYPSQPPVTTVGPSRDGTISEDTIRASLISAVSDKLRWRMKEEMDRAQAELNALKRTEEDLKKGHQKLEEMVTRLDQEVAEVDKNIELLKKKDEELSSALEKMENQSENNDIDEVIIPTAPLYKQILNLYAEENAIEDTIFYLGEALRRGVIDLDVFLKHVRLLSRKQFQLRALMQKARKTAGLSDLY
#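 Tsg101 binding domain (10 uM final) was mixed with compound and a FITC-labeled PTAP peptide (50 nM final) in HEPES pH 7.5 buffer with NaCl, Tween 20, EDTA and TCEP; fluorescence polarization was read after 20 min at r.t.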
# B2AR arrestin = beta2AR (human) beta-arrestin recruitment activity | AID 492947 | P07550 | Potency, µM (doses to about 46.1 µM), for the others: at the highest dose activation, hits mostly activators | beta-arrestin recruitment to beta2AR, cell-based reporter | hit rate 0.02% among 330,000;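 further: potency means the concentration at half of the fitted maximal effect; 0% = DMSO controls and full agonism = EC100 isoproterenol or metaproterenol; nearly all actives have a fitted effect of over 65% in size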
# uPA generation = cell surface uPA generation inhibition. cell surface uPA generation assay, qHTS. Potency, µM (titrated, usually from 38.3 µM), inactives show at the top dose activity change, negative = inhibition, actives largely listed as inhibitors. hit rate 0.31% among 330,000; active means well fitted inhibition curve with a large enough effect; inconclusive means small, poorly fitted or top-dose-only effect; inactive means no such curve, though single readings can be large or run the other way; tested in mouse RAW 264.7 cells; further: potency means the concentration at half of the fitted maximal effect; on the % scale 0 is the no-effect control and ±100 the full control effect; nearly all actives have a fitted effect of over 55% in size
# p53 reactivator = restores transcriptional activity of mutant p53; Potency, µM (series often up to 92.2 µM), without a hit: at the top dose activity change, positive = activation, usual class: activators; H1299 p53-A138V BP100-luciferase reporter, luminescence, 24 h; hit rate 0.063% among 320,000; AID 504706; further: potency means the concentration at half of the fitted maximal effect; % of control where 0% means no effect; nearly all actives have a fitted effect of over 45% in size
#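 p53-null H1299 cells stably carrying temperature-sensitive p53-A138V and a BP100-luciferase reporter were pinned with compounds (4-point, 1:5 series) and held 24 hrs at 37 deg C. Luminescence was read 10 min after detection reagent.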
# Eya2 inh = Eya2 (human) phosphatase inhibition; recombinant Eya2, OMFP fluorescence dephosphorylation (OMFP is methylfluorescein phosphate); Potency, µM (highest dose often 76.9 µM), without a hit: top-dose activity, negative = inhibition, usual class: inhibitors; hit rate 0.006% among 330,000; further: potency means the concentration at half of the fitted maximal effect; on the % scale 0 is the no-effect control and ±100 the full control effect
#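 Eya2 protein (added as 0.2 uM solution) was preincubated with compound for 10 min at ambient temperature in 50 mM HEPES pH 7.5, 50 mM NaCl, 5 uM MgCl2, 0.05% BSA, 1 mM DTT. OMFP (added at 50 uM) then reacted 10 min; fluorescence read at 485/525 nm.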
# a7 integrin act = activators of alpha7 integrin expression for muscular dystrophy. Potency, µM (titrated, usually from 38.3 µM), without a hit: top-dose activation, usual class: activators. hit rate 0.064% among 350,000. alpha7betagal myoblasts, beta-gal FDG fluorescence, 48 h;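 further: potency means the concentration at half of the fitted maximal effect; 100% = response of the positive control SU9516; nearly all actives have a fitted effect of over 60% in size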
#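 alpha7betagal+/- myoblasts (passage 13, 250/well) treated 48 h at 37C with compounds at 1:260 dilution of DMSO stock. Lysed, then beta-galactosidase activity read as FDG fluorescence (ex 480/em 540) after 30 min, with pre-read for autofluorescence.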
# USP2a inh = USP2a (human) protease inhibition; O75604; USP2 core, Ub-CHOP2 coupled fluorogenic reporter, 485/531; Potency, µM (series often up to 38.3 µM), for inactives: at the highest dose activity change, negative = inhibition, most hits filed as inhibitors; hit rate 0.01% among 330,000; AID 463254;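 further: potency means the concentration at half of the fitted maximal effect; plate controls were DMSO wells for no effect and full inhibition by NEM control for full effect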
#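 USP2 core (10nM final) preincubated 30min RT with compound in 20mM Tris-HCl pH 8.0, 2mM CaCl2, 2mM beta-mercaptoethanol, 0.05% CHAPS; 25nM Ub-CHOP2 plus 25nM reporter substrate added, fluorescence (Ex485/Em531) read after 60min.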
# S-ASM inh = blocks human secretory acid sphingomyelinase; P17405; placental ASM, HMU-PC fluorogenic substrate, 60 min; Potency, µM (series often up to 57.5 µM), for the others: at the top dose activity change, negative = inhibition, actives largely listed as inhibitors; hit rate 0.006% among 340,000; AID 504937; further: potency means the concentration at half of the fitted maximal effect
# Target sequence (P17405 47-631 limits assumed): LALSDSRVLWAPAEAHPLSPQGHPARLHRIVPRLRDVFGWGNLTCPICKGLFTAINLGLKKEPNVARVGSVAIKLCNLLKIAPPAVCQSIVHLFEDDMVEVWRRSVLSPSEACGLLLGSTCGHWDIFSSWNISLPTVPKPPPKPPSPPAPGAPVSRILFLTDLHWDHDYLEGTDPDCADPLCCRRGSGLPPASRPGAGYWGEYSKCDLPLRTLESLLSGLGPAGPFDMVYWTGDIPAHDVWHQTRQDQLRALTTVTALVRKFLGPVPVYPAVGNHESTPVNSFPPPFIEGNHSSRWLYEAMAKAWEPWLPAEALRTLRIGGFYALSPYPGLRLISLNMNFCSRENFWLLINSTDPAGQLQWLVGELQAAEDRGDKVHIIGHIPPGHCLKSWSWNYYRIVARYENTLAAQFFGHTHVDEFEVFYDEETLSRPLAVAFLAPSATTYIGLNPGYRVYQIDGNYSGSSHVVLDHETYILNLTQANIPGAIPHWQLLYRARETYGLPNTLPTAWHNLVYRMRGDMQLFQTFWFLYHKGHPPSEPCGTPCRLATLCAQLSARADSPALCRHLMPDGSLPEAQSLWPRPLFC
#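 Steps: dispense placental human ASM, pin compound, wait 10 min at room temperature, add HMU-PC0 substrate at 9 uM final, incubate 60 min at 37 °C, add stop solution raising pH to 10, read fluorescence.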
# BRCA1 expr up = BRCA1 expression activation. MCF7-BRCA1-FFLuc reporter, luminescence, 48 h; response scale: scaled: vehicle 0%, 10 µM genistein 100%. AID 624202. Potency, µM (series often up to 46.1 µM), for the others: top-dose activation, actives largely listed as activators. hit rate 1.1% among 380,000; further: potency means the concentration at half of the fitted maximal effect; nearly all actives have a fitted effect of over 80% in size; some results filed as inactive show a strong effect at the top dose
#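 Luminescence from a BRCA1-driven firefly luciferase in MCF7 cells was the read-out, taken 15 min after substrate addition following 48 h compound exposure at 37 °C. Data were normalized to a 10 microM genistein control and DMSO vehicle.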
# * = called active by the depositor; ? = inconclusive; . = no result given; [ ] = another dose, or the depositor's remark. Unless noted, the call rests on the fitted dose curve; in most records, active means well fitted curve in the direction sought with a large enough effect; inconclusive means small, poorly fitted or top-dose-only effect, or another doubt; inactive means no such curve, though single readings can be large; an effect the other way counts as inactive or inconclusive. Outcome played no part in choosing rows; about 2.6% have a hit in one of these screens.
nr	mol	ELG1 genotox	TRPV1 ag	TSG101-PTAP inh	B2AR arrestin	uPA generation	p53 reactivator
1	CC1=C(C(N)=O)C(c2ccccc2)n2nc(-c3cccs3)nc2N1 (stereo not given)	-7%	5	-2%	-0.1%	5%	-8%
2	COc1ccc(OCc2nnc(SCC(=O)NC3CC4CCC3C4)o2)cc1 (stereo not given)	1%	-3	-8%	-0.2%	-3%	12%
3	CC(C)c1nc(SCC(=O)Nc2ccc3c(c2)OCCO3)c2c(=O)n(C)c(=O)n(C)c2n1	-3%	.	-3%	-2.8%	16%	-5%
4	COc1cc(C(=O)NCc2cc3ccccc3n2C)cc(OC)c1OC	4%	2	-10%	-0.4%	3%	5%
5	COc1ccc(OCC(=O)NNC(=O)c2cccc(S(=O)(=O)N(C)C)c2)cc1	-2%	-2	-1%	-0.7%	4%	2%
6	Nn1c(SCC(=O)Nc2cccc(C(F)(F)F)c2)nncc1=O	-5%	2	1%	2.1%	-5%	7%
7	CC(=O)c1cn(C)c(=O)c2ccccc12	-1%	-8	-4%	-0.5%	-7%	-2%
8	Cc1cc(NC(=O)COc2ccc(F)c(Cl)c2)no1	9%	3	6%	0.5%	-4%	-2%
9	O=C(OCc1ccc([N+](=O)[O-])cc1)c1cc([N+](=O)[O-])ccc1N1CCOCC1	-1%	2	-3%	-1.5%	-6%	-3%
10	Cc1ccc(C2NC(=O)NC(O)(C(F)(F)F)C2C(=O)c2ccccc2)o1 (stereo not given)	0%	0	.	-0.9%	-14%	3%

nr	Eya2 inh	a7 integrin act	USP2a inh	S-ASM inh	BRCA1 expr up
1	15%	0%	0%	3%	1%
2	3%	-27%	0%	7%	?
3	4%	8%	2%	-9%	30%
4	-9%	-3%	0%	-3%	-33%
5	4%	23%	7%	6%	-6%
6	1%	-30%	0%	-3%	-6%
7	3%	19%	2%	1%	-3%
8	3%	-3%	0%	2%	-5%
9	-7%	19%	3%	-4%	-65%
10	-4%	13%	1%	4%	0%

nr	mol	ELG1 genotox	TRPV1 ag	TSG101-PTAP inh	B2AR arrestin	uPA generation	p53 reactivator
11	O=C(CSc1nc2ccsc2c(=O)n1CC1CCC(C(=O)O)CC1)c1ccc(F)cc1 (stereo not given)	-2%	-3	-1%	0.0%	-2%	-1%
12	CC(C)C1Nc2ccc(C(=O)NCCCN3CCOCC3)cc2NC1=O (stereo not given)	-1%	0	1%	0.2%	-7%	7%
13	Cc1ccc(NC(=S)/N=C(\N)Nc2nc(C)c3cc(C)ccc3n2)c(C)c1	-1%	-2	-2%	-0.3%	-12%	18%
14	CC12CCC(=O)N1C(C(=O)Nc1ccc(F)c(F)c1F)CS2 (stereo not given)	-3%	-2	-6%	-0.2%	0%	2%
15	Cc1ccc2c(c1)c(N=Nc1ccc([N+](=O)[O-])cc1)c(O)n2C	-3%	-4	-2%	0.0%	2%	14%
16	CC(C)CNC(=O)CN(C1CCCCC1)S(=O)(=O)c1ccccc1	-1%	18	-4%	-0.4%	6%	8%
17	COc1ccccc1CN(C(=O)c1cnccn1)C(C(=O)NC1CCCCC1)c1cc(OC)c(OC)c(OC)c1 (stereo not given)	-3%	1	0%	-0.5%	0%	5%
18	CC(C)c1ccccc1NC(=S)NC1CCN(Cc2ccccc2)CC1	-4%	18	-2%	0.0%	-5%	1%
19	O=C(NC(=S)Nc1ccc(-c2ccccc2)cc1)c1ccccc1	.	.	-4%	.	5%	.
20	CCCCOc1ccc(C(=O)NCc2ccccn2)cc1	?	?	-1%	-0.5%	1%	?

nr	Eya2 inh	a7 integrin act	USP2a inh	S-ASM inh	BRCA1 expr up
11	14%	3%	4%	0%	-27%
12	-8%	-5%	-1%	4%	-16%
13	7%	8%	3%	2%	-90%[inhibitor]
14	-3%	-3%	0%	0%	-2%
15	-6%	-1%	0%	0%	-47%
16	19%	-15%	2%	3%	0%
17	11%	-9%	1%	3%	-13%
18	-5%	-18%	2%	-1%	-23%
19	.	-40%	.	-6%	62%
20	-8%	10%	1%	-3%	95%

nr	mol	ELG1 genotox	TRPV1 ag	TSG101-PTAP inh	B2AR arrestin	uPA generation	p53 reactivator
21	Cc1nc(SCC(=O)N2CCCCCC2)c2c(=O)n(C)c(=O)n(CC(C)C)c2n1	.	.	-4%	.	0%	.
22	COc1ccccc1CNS(=O)(=O)c1c(C)[nH]c(C)c1C(=O)N1CCCC1	1%	-3	-2%	-0.3%	2%	0%
23	O=C(CN1C(=O)NC2(CCCC2)C1=O)OCc1ccc(Cl)cc1Cl	1%	16	-2%	-0.5%	-23%	-6%
24	CC(=O)Nc1ccc(NC(=O)CCCCCN2C(=O)c3ccccc3C2=O)cc1	-1%	0	-1%	0.4%	3%	1%
25	O=C(CCS(=O)(=O)c1ccc(Br)s1)NCc1cccs1	2%	2	-6%	-0.4%	.	18%
26	CCCCCNC(=O)Cc1ccc(S(=O)(=O)N2CCOCC2)s1	-1%	2	0%	-0.6%	-2%	16%
27	CCOc1ccc(NC(=O)N[C@@H](Cc2ccccc2)C(=O)O)cc1	1%	0	-2%	-0.5%	-1%	3%
28	CCS(=O)(=O)N1CCC(C(=O)N2CCc3ccccc3C2)CC1	0%	5	-5%	-0.1%	4%	8%
29	Cc1cccc(C)c1NC(=O)C1CCCN(CCCc2ccccc2)C1 (stereo not given)	-5%	6	-16%	-1.2%	-1%	27%
30	Cc1oc(/C=N/NC(=O)CN(c2ccccc2Cl)S(C)(=O)=O)cc1Br	0%	3	0%	-1.4%	-2%	-5%

nr	Eya2 inh	a7 integrin act	USP2a inh	S-ASM inh	BRCA1 expr up
21	.	?	.	-10%	-43%
22	4%	-11%	3%	2%	-2%
23	4%	-11%	0%	1%	-16%
24	10%	5%	4%	-3%	2%
25	36%	-12%	-5%	-1%	0%
26	23%	-6%	3%	-1%	8%
27	-12%	-11%	13%	7%	9%
28	-7%	3%	1%	2%	-4%
29	-14%	-22%	1%	-1%	-25%
30	-3%	-8%	1%	-3%	-18%

nr	mol	ELG1 genotox	TRPV1 ag	TSG101-PTAP inh	B2AR arrestin	uPA generation	p53 reactivator
31	CN(C)C(CNC(C(=O)Nc1ccc([N+](=O)[O-])cc1Br)c1ccccc1)c1ccccc1 (stereo not given)	-6%	1	1%	-0.1%	-6%	-2%
32	Cc1cc(C)cc(-n2c(C)cc(C(=S)N3CCOCC3)c2C)c1	-3%	-13	0%	-0.1%	8%	-8%
33	Cc1ccc2[nH]c(=O)c(CN(CCCN3CCOCC3)C(=O)NC3CCCCC3)cc2c1	2%	-1	-10%	0.3%	.	-3%
34	COc1ccc(C2=NNC(c3cc(Cl)cc4c3OCOC4)C2)c(O)c1 (stereo not given)	-4%	-7	.	-0.1%	.	-7%
35	Cc1ccc(C)c(CN2CCC(CNC(=O)Nc3ccc(F)c(Cl)c3)CC2)c1	-9%	6	-2%	0.0%	4%	0%

nr	Eya2 inh	a7 integrin act	USP2a inh	S-ASM inh	BRCA1 expr up
31	2%	-55%[inhibitor]	2%	-5%	-43%
32	-13%	-19%	6%	3%	21%
33	-4%	0%	2%	2%	-20%
34	11%	.	-1%	.	.
35	-27%	-76%[inhibitor]	-6%	17%	-59%
